Compound activity from PubChem.
RGS4 inh: Inhibitors of Regulator of G Protein Signaling (RGS) 4: qHTS. Transcreener GDP fluorescence polarization, RGS4-accelerated GTP hydrolysis. Potency, µM (series often up to 114 µM), for the others: top-dose activity change, negative = inhibition, actives largely listed as inhibitors. 390,000 tested, 0.039% active; further: potency means the concentration at half of the fitted maximal effect; on the % scale 0 is the no-effect control and ±100 the full control effect; nearly all actives have a fitted effect of over 75% in size; some results filed as inactive show a strong effect at the top dose
Target sequence (P49798 whole entry, looked up): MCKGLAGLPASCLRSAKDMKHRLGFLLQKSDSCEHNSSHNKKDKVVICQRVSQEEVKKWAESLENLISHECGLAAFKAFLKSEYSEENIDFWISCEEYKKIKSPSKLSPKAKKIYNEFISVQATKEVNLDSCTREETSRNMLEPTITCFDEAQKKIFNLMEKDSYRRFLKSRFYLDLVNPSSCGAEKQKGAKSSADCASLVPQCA
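MLSMR compounds (23 nl, pin-transferred) preincubated 10 min at room temperature with a 500nM (2x) first reagent, then RGS4 at 900nM (2x) plus Transcreener GDP mix added; fluorescence polarization (620/688 nm) read before and after 90 min at 30 °C.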
ALOX12 inh: Primary qHTS assay for inhibitors of human arachidonate 12S-lipoxygenase (ALOX12): Round 2. Polyunsaturated fatty acid lipoxygenase ALOX12 (Homo sapiens), P18054. Potency, µM (doses to about 108 µM), for inactives: at the top dose activity change, negative = inhibition, most hits filed as inhibitors. purified 12hLO, xylenol orange hydroperoxide absorbance. 580,000 tested, 1.1% active; further: potency means the concentration at half of the fitted maximal effect; on the % scale 0 is the no-effect control and ±100 the full control effect
Target sequence (P18054 whole entry, looked up): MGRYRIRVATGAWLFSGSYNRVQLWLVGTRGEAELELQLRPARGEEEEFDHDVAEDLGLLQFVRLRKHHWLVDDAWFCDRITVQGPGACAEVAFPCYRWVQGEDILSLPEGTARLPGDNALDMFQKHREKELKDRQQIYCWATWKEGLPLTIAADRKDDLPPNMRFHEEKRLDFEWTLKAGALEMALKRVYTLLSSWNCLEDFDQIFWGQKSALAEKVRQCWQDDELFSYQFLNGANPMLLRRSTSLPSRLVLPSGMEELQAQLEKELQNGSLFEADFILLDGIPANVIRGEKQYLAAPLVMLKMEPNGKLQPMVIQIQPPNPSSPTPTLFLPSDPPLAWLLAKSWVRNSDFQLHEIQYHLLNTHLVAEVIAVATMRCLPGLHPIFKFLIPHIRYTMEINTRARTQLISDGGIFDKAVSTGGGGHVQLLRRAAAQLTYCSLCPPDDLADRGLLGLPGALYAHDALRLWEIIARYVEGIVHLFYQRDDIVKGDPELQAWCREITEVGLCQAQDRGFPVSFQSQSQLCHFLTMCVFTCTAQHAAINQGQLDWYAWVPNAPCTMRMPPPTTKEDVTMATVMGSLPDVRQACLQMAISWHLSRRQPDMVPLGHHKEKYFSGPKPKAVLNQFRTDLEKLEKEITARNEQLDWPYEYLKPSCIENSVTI
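Purified human 12hLO (150 nM final) in 25 mM Hepes, 0.01% Triton X-100, pH 7.0 was preincubated 15 min at room temperature with compound. Then 40 uM arachidonic acid was added, 30 min. Hydroperoxide was read by Fe-XO absorbance ratio 573/405 nm.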
JMJD2A Tudor: qHTS Assay for Inhibitors of JMJD2A-Tudor Domain | Lysine-specific demethylase 4A (Homo sapiens), O75164 | 390,000 tested, 4.4% active | AlphaScreen JMJD2A-Tudor / H3K4me3 peptide binding | Potency, µM (series often up to 114 µM), inactives show at the highest dose activity change, negative = inhibition, most hits filed as inhibitors; further: potency means the concentration at half of the fitted maximal effect; on the % scale 0 is the no-effect control and ±100 the full control effect; nearly all actives have a fitted effect of over 50% in size
G9a inh: qHTS Assay for Inhibitors of Histone Lysine Methyltransferase G9a | Histone-lysine N-methyltransferase EHMT2 (Homo sapiens), Q96KQ7 | 350,000 tested, 8.8% active | G9a H3K9 monomethylation, AlphaScreen, 2 h | Potency, µM (top dose mostly 102 µM), inactives show at the top dose activity, negative = inhibition, actives largely listed as inhibitors; further: potency means the concentration at half of the fitted maximal effect; on the % scale 0 is the no-effect control and ±100 the full control effect; nearly all actives have a fitted effect of over 75% in size
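Quantitative HTS format: methyltransferase activity on a biotin-tagged H3K9 peptide is measured by AlphaScreen, using a rabbit anti-monomethyl-H3K9 antibody with streptavidin donor and anti-IgG acceptor beads. Final levels are 20 nM enzyme, 500 nM peptide, 20 uM SAM; 2 h RT.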
BAZ2B inh: qHTS Assay for Inhibitors of BAZ2B; Bromodomain adjacent to zinc finger domain protein 2B (Homo sapiens), Q9UIF8; 360,000 tested, 4.4% active; AlphaScreen BAZ2B-H3K14Ac peptide displacement; Potency, µM (top dose mostly 114 µM), for inactives: top-dose activity change, negative = inhibition, hits mostly inhibitors; AID 504333, 2011; further: potency means the concentration at half of the fitted maximal effect; on the % scale 0 is the no-effect control and ±100 the full control effect; nearly all actives have a fitted effect of over 60% in size
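Compounds, titrated to a top concentration of 110 uM, were incubated 30 min at room temperature with preformed BAZ2B/acetyl-K14 H3 peptide complex (50 nM each). Proximity signal was measured by AlphaScreen after 20 min with beads.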
PI4K2A inh: qHTS for small molecular inhibitors of PI4K2A | Phosphatidylinositol 4-kinase type 2-alpha (Homo sapiens), Q9BTU6 | 420,000 tested, 0.13% active | purified PI4K2A, ADP-Glo luminescence, 1 h; active compounds read low | activity change, negative = inhibition, % at 76.9 µM; in the data active means activity change below about -50%; inconclusive means mostly about -30% to -49%;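 further: -100% = wells without enzyme as full effect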
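ADP-Glo luminescence measured ADP generated by PI4K2A enzyme (4 ug/mL before mixing) with 1.2 mM PI substrate (pre-mix) and 300 microM ATP (pre-mix). Tris pH7.5 buffer with MgCl2, Triton X-100; 1 h reaction at ambient temperature.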
GLS inhibitor: qHTS for Inhibitors of Glutaminase (GLS) | Glutaminase kidney isoform, mitochondrial (Homo sapiens), O94925 | GLS enzymatic activity, qHTS titration | Potency, µM (highest dose often 45.5 µM), inactives show top-dose activity change, negative = inhibition, most hits filed as inhibitors | 410,000 tested, 0.21% active; further: potency means the concentration at half of the fitted maximal effect; on the % scale 0 is the no-effect control and ±100 the full control effect
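Assay buffer: 45 mM KH2PO4 pH 8.2, 0.02% Tween-20. hKGA acts on L-glutamine (1 mM solution added); product glutamate is reported by an oxidase/peroxidase Amplex Red coupling, with fluorescence taken at baseline and 30 min.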
HP1b binding inh: HTS for Inhibitors of HP1-beta Chromodomain Interactions with Methylated Histone Tails | Chromobox protein homolog 1 (Homo sapiens), P83916 | AlphaScreen HP1-beta / biotin-H3K9me3 peptide binding | Potency, µM (highest dose often 114 µM), for the others: top-dose activity change, negative = inhibition, hits mostly inhibitors | 390,000 tested, 0.56% active | AID 540317, 2011; further: potency means the concentration at half of the fitted maximal effect; nearly all actives have a fitted effect of over 70% in size; inactives centre near 23
Target sequence (P83916 whole entry, looked up): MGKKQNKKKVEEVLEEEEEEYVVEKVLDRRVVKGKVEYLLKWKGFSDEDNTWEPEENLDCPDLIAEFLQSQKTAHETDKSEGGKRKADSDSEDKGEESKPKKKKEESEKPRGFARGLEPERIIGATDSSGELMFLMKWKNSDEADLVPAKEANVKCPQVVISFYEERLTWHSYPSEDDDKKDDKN
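HP1-beta protein (50 nM final) preincubated 30 min at room temperature with biotinylated H3(1-18)K9me3 peptide (50 nM) in PBS pH 7.4, 0.01% Tween-20, then compound added for 30 min. AlphaScreen streptavidin donor/nickel chelate acceptor beads (10 ug/mL final), 30 min dark, luminescence read.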
ERG-DNA inh: qHTS for Small Molecule Inhibitors of the ERG Ets/DNA interaction; AID 624246, 2012; 370,000 tested, 0.028% active; Potency, µM (doses to about 76.9 µM), without a hit: at the top dose FP activity, negative = inhibition, usual class: inhibitors; fluorescence polarization, His-ERG Ets domain / labelled DNA; Transcriptional regulator ERG (Homo sapiens), P11308; active means well fitted inhibition curve with a large enough effect in the polarisation, with a control signal flat; inconclusive means small, poorly fitted or top-dose-only effect, or effect the other way, or a change in a side signal; inactive means no such curve, though single readings can be large or run the other way; the % refers to the polarisation;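 further: polarization taken with two DNA probes labelled with fluorescein and Texas red; potency means the concentration at half of the fitted maximal effect; % of control where 0% means no effect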
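His-tagged ERG Ets domain (1 uM in the protein solution; 300mM KCl, 50mM Tris-HCl, 1mM EDTA, 1mM DTT, pH 7.5) received compound, then a probe mix of 5 nM fluorescein-DNA and 100nM Texas-615-DNA. Fluorescence polarization was read for both dyes.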
* hit, by the source's call; i = inactive; ? = inconclusive; / = not tested or not shown; & = joins results of further samples; [ ] = dose if it differs, or a comment. Unless noted, the call rests on the fitted dose curve; in most records, active means well fitted curve in the direction sought with a large enough effect; inconclusive means small, poorly fitted or top-dose-only effect, or another doubt; inactive means no such curve, though single readings can be large; an effect the other way counts as inactive or inconclusive. Some of the compounds tested (hit frequency here may not be typical).

entry	structure	JMJD2A Tudor	PI4K2A inh	BAZ2B inh	G9a inh	GLS inhibitor	HP1b binding inh	RGS4 inh	ALOX12 inh	ERG-DNA inh
1	Cc1cccc(OCC(=O)NC(C)C(=O)N/N=C/c2c(OCc3ccccc3)ccc3ccccc23)c1 (stereo not drawn)	-12%	-1	-1%	?	-8%	27%	-3%	26%	-4%
2	Cc1nn(C(C)C)c(C)c1CN1CCN(Cc2ccsc2)C(CCO)C1 (stereo not drawn)	-11%	-1	-1%	2%	1%	20%	16%	-18%	-7%
3	O=C(CSc1nnc(-c2cc3ccccc3cc2O)n1Cc1ccco1)N1CCc2ccccc2C1	-29%	3	-25%	?	8%	23%	-40%	13%	-1%
4	COc1cccc(N2CCN(C(=O)c3ccccc3SCC(=O)NCc3ccco3)CC2)c1	-36%	-5	-38%	-2%[12.7 µM]	13%	40%	-42%	?	-2%
5	C=CCNC(=O)C1CC(=O)N(c2ccc(OCC(=O)Nc3ccc(C)cc3)cc2)C1 (stereo not drawn)	-7%	-19	-39%[57.1 µM]	?	2%	17%	-13%	-24%	-9%
6	COc1ccc(-c2cn3c(C)c(C(=O)N4CCN(c5ccc(F)cc5)CC4)sc3n2)cc1	-16%	0	1%	-5%	-1%	27%	4%	10%[57.4 µM]	-2%
7	O=C(CN(Cc1ccco1)C(=O)CCC(=O)Nc1ccccn1)NCCc1ccccc1	-18%	9	-4%	1%[59 µM]	-23%	24%	11%	98%[activator]	-13%
8	COC(=O)c1ccccc1NC(=O)CNc1ccc(F)c(S(=O)(=O)N2CCOCC2)c1	-22%	0	-37%	4%[0.501 µM]	15%	17%	6%	56%[activator]	4%
9	COc1ccc(C(=O)OCC(=O)Nc2ccc3c(c2)OCO3)cc1S(=O)(=O)N1CCOCC1	-6%	-2	-6%	6%[0.501 µM]	1%	48%[activator]	-35%	8%	-9%
10	COc1cc(O)c(C(CC(=O)N2CCCCC2)c2ccc3c(c2)OCO3)c(OC)c1 (stereo not drawn)	-31%&-21%	3	-15%	9%[59 µM]	-1%	8%&8%	2%&-25%	1%	5%
11	Cc1cccc(NC(=O)/C(C#N)=C\c2cc(C)n(-c3ccc(C(=O)O)cc3)c2C)c1	-16%	1	-34%	?	-3%	16%	11%	-17%	5%
12	CCOC(=O)c1ccccc1NC(=O)Cn1ccn2nc(-c3ccc(OCC)cc3)cc2c1=O	-6%	-4	-6%	15%[59 µM]	-2%	39%[activator]	20%	-23%	-12%
13	CNc1nc(SCc2ccc(C)cc2)nc2c1CCCC2	18%	-2	16%	39%[0.501 µM]	-4%	95%[activator]	-2%	?	2%
14	Cc1cccc(CNC(=O)C2CCCN(S(=O)(=O)c3cn(C)cn3)C2)c1 (stereo not drawn)	3%	-2	-2%	-4%[12.7 µM]	4%	33%	-26%	-27%	-3%
15	COc1ccc(NC(=O)c2ccco2)cc1NC(=O)C(C)(C)Oc1ccc(Cl)cc1	-34%	-1	?	?	2%	-1%	-19%	-13%	2%
16	Cc1ccc(/C(COc2ccccc2O)=N\O)cc1	-25%	1	4%	10%[12.7 µM]	28%	23%	15%	9%	/
17	CN(CC1CCCCO1)C(=O)c1cc(COc2ccc(F)cc2Cl)on1 (stereo not drawn)	10%	6	5%	19%	-5%	48%[activator]	-13%	i	-12%
18	Cc1ccc(NC(=O)c2cc3ccccc3o2)cc1	-10%	-3	-2%	/	-5%	56%[activator]	2%	-5%	2%
19	Cc1ccc(CNC(=O)C2CC(c3ccc(C(F)(F)F)cc3)=NO2)o1 (stereo not drawn)	-6%	7	-3%	?	-14%	32%	8%	-8%	-10%
20	c1ccc(C2c3c(ccc4ccccc34)Oc3ncn4nc(-c5ccco5)nc4c32)cc1 (stereo not drawn)	-7%	4	-39%	?	-24%	30%	-18%	1%	13%
21	Cc1ccc(NC(=O)CN(C)C(=O)CSc2ncc(C(F)(F)F)cc2Cl)cc1	-6%	-6	-6%	?	5%	25%	0%	0%	/
22	COCCn1c(SCC(=O)NCc2ccco2)nc2cccnc21	-3%[11.4 µM]	-4	?	?	?	-8%	-8%[11.4 µM]	-1%	2%
23	COc1ccc(/C=C2\SC(=O)N(CC(=O)Nc3ccccc3O)C2=O)cc1OC	11%	1	-1%	-8%	-7%	21%	-2%	0%	10%
24	CCOC(=O)Cc1nnc(NC(=O)CSc2ccc(C)cc2)s1	-33%	-3	-4%	55%[activator][59 µM]	6%	8%	14%	?	-7%
25	COc1ccc(N2CCN(C(=O)c3cc(=O)c4ccc(C)cc4o3)CC2)cc1	-34%	-5	?	21%[0.501 µM]	25%	2%	6%	0%	-14%

4 of the compounds above, screen by screen.
(19) Cc1ccc(CNC(=O)C2CC(c3ccc(C(F)(F)F)cc3)=NO2)o1 (stereo not drawn)
(22) COCCn1c(SCC(=O)NCc2ccco2)nc2cccnc21
(4) COc1cccc(N2CCN(C(=O)c3ccccc3SCC(=O)NCc3ccco3)CC2)c1
(15) COc1ccc(NC(=O)c2ccco2)cc1NC(=O)C(C)(C)Oc1ccc(Cl)cc1

assay / entry	19	22	4	15
JMJD2A Tudor	-6%	-3%[11.4 µM]	-36%	-34%
PI4K2A inh	7	-4	-5	-1
BAZ2B inh	-3%	?	-38%	?
G9a inh	?	?	-2%[12.7 µM]	?
GLS inhibitor	-14%	?	13%	2%
HP1b binding inh	32%	-8%	40%	-1%
RGS4 inh	8%	-8%[11.4 µM]	-42%	-19%
ALOX12 inh	-8%	-1%	?	-13%
ERG-DNA inh	-10%	2%	-2%	2%

(cont.)
entry	structure	JMJD2A Tudor	PI4K2A inh	BAZ2B inh	G9a inh	GLS inhibitor	HP1b binding inh	RGS4 inh	ALOX12 inh	ERG-DNA inh
26	COC(=O)C1CN(C(=O)COc2ccc(Cl)c(C)c2)c2ccccc2O1 (stereo not drawn)	15%	2	1%	-6%[0.501 µM]	19%	99%[activator]	-8%[56.9 µM]	47%[activator]	9%
27	COc1c(OC)c2[nH]c(=O)cc3c4ccccc4n(c1=O)c23	-7%	-4	-1%	-7%[12.7 µM]	-4%	23%	-30%	-8%	-1%
28	COc1ccc(NC(=O)Cn2ncc3c4ccccc4n(Cc4ccccc4)c3c2=O)cc1OC	-2%	-3	-6%	6%[59 µM]	2%	37%	-12%	?	-2%
29	Cc1ccc(NC(=O)Cn2c(-c3ccc(F)cc3)cnc2SCC(=O)Nc2c(C)cccc2C)cc1	-21%	-3	9%	14%[59 µM]	0%	17%	-23%	-11%	38%[activator]
30	CC(=O)c1n[nH]nc1NC(=O)c1ccccc1	20µM*	-4	50µM*	50µM*	5%	6%	1%	?	6%
31	COc1ccc(CNC(=O)C2CSC(=O)C2)cc1 (stereo not drawn)	-18%	-2	8%	93%[activator][59 µM]	3%	51%[activator]	-28%	98%[activator]	0%
32	COC(=O)C1CCN(C(=O)CC(NC(=O)C(F)(F)F)c2cccs2)CC1 (stereo not drawn)	-14%	3	-5%	-5%	-3%	20%	11%	-9%	12%
33	CCCCCC(=O)NC(NC(=S)Nc1ccc(S(N)(=O)=O)cc1)C(Cl)(Cl)Cl (stereo not drawn)	-25%	-8	1%	?	10%	27%	1%	?	3%
34	CCCn1c(=C(C#N)C#N)s/c(=C2\C=Cc3ccccc3N2CC)c1=O	-22%	8	-4%	-1%[59 µM]	11%	5%	7%	0%	-4%
35	CC(C)(C)Sc1ccc([N+](=O)[O-])cc1C(=O)Nc1ccncc1	-20%	1	-20%	-40%	8%	1%	-6%	0%	1%
36	O=C(CSc1nnc(-c2ccccc2)o1)NC1CCCCC1	9%	-5	10%	-5%[12.7 µM]	-7%	28%	-35%	-7%	-7%
37	COC(=O)c1[nH]c2ccccc2c1Sc1ccccc1	-5%	-1	-2%	5%	-13%	-8%	?	17%	-3%
